RAD54 inh: inhibitors of human RAD54 branch migration, primary screen, biochemical, fluorescence, single point; DNA repair and recombination protein RAD54-like (Homo sapiens), Q92698; RAD54 Holliday junction branch migration, FAM/BHQ fluorescence; inhibition, % at 10.4 µM; actives 0.14% (n = 360,000); AID 602329, 2012;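 active = mean normalized replicate activity at least 40 and at least half of replicates scoring 40 or more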;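 also: 0% = median of neutral control wells and 100% = median of positive control wells; inhibitors cause a drop in the FAM fluorescence signal; in these data hits start at about 50%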
Target sequence (Q92698 whole entry, looked up): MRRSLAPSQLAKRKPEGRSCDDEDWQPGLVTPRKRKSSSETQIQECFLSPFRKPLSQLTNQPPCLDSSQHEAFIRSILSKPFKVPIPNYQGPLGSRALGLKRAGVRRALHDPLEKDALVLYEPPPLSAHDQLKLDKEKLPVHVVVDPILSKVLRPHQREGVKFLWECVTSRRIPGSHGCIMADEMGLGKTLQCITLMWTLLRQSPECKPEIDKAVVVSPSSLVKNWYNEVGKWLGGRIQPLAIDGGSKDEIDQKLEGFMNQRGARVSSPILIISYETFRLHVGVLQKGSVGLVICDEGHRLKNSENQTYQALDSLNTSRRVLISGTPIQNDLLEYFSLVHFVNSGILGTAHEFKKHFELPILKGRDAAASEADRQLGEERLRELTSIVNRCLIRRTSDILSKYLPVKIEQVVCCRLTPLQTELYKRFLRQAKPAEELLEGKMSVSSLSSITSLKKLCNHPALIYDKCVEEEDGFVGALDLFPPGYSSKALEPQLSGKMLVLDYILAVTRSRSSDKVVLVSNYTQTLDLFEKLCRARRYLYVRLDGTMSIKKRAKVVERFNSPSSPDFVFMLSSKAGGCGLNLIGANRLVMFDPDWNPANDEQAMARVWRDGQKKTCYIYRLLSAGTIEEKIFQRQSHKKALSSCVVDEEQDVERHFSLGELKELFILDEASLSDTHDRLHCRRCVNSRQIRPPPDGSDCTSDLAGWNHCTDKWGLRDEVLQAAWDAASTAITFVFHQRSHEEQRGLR
ARNT-TACC3 inh: disruptors of ARNT/TACC3 protein interaction, primary screen, biochemical, AlphaScreen, single concentration. inhibition, % at 9.99 µM. actives 0.66% (n = 390,000). AlphaScreen His-ARNT PAS-B/GST-TACC3 binding, luminescence; TACC3 fragment carries E629A point mutation;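 active = mean inhibition of replicates at least 50% and at least half of replicates each reaching 50%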;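 also: 0% = complete ARNT plus TACC3 wells and 100% = ARNT alone without TACC3; many hits fall short of the cut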
ERAP1 HTS inh: human ERAP1 aminopeptidase inhibitors, primary screen, biochemical, single point, plate reader; inhibition, % at 10.7 µM; recombinant ERAP1, Leu-AMC fluorescence, 60 min; AID 652197, 2013; actives 0.15% (n = 340,000); Endoplasmic reticulum aminopeptidase 1 (Homo sapiens), Q9NZ08;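 active = mean replicate inhibition of at least 30%, or all replicates individually reaching that 30% level; inactive = mean below 30% and not every replicate reaching it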;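 also: 0% = neutral control wells and 100% = L-leucinethiol positive control wells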
RAD52 anneal inh: RAD52 DNA annealing inhibitors, primary screen, biochemical, FRET, single point, set 2. DNA repair protein RAD52 homolog (Homo sapiens), P43351. recombinant RAD52 DNA annealing, FRET fluorescence. inhibition, % at 18.7 µM. actives 0.46% (n = 360,000). AID 651710, 2012;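 active = every replicate showing at least 50% inhibition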
GSIS activator: GLuc luminescence reporter in INS-1E cells, primary screen for activators of glucose-dependent secretion of insulin. INS-1E GLuc reporter insulin secretion, 2-3 h. activation, % at 16.6 µM. actives 0.61% (n = 370,000). AID 743287, 2014;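 active = lowest replicate activation of at least 40%, so every replicate reaches that level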;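 also: 0% = median of neutral control wells and 100% = median of IBMX positive control wells; some compounds called inactive have numbers as strong as hits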
esBAF inh: Bmi1 luciferase reporter increase in mESCs, primary screen, esBAF inhibitor project, mouse ES cells, Bmi1 luciferase knock-in, single point. reporter increase, % at 12.5 µM. actives 2% (n = 350,000). 24 h; 100% = twice the neutral-well signal; in the data active = activation above about 40%;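 also: 0% = median of the plate's neutral control wells and 100% = double that signal; a rise in the Bmi1 reporter signal indicates esBAF inhibition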
XiGFP reactiv: activators of inactive X chromosome reactivation, primary screen, imaging, XiGFP fibroblasts, GFP high-content imaging, set 2; actives 0.055% (n = 360,000); XiGFP mouse fibroblasts, % GFP-positive cells imaging, 3 d; cells co-treated with 5-aza-dC sensitizer; scaled so ellipticine positive control = 100%; activation, % at 7.58 µM;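 active = mean normalized replicate activation at least 10% and every replicate at or above 10%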;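 also: 0% = median of on-plate neutral control wells and 100% = ellipticine 6 µM median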
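Material: SV40-immortalized XiGFP fibroblast cells, line 68-5-11 | Buffer or medium: DMEM containing 5-aza-dC | Dosing: One concentration, pinned | Times: 3 d treatment, 15 min room-temperature fixation | Controls: Ellipticine 6 µM positive control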
F508del corr: F508del CFTR correction, initial screen, CFBE line, single point | activity (quench increase), % at 7.58 µM | CFBE cells, YFP halide quenching; stimulated with forskolin plus potentiator P3; % fluorescence drop versus neutral controls | actives 0.36% (n = 350,000);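 active = mean added fluorescence quench of at least 8% versus neutral control, with both replicates also reaching 8%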;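 also: cells transiently co-express mutant CFTR-F508del with the halide-sensitive YFP; corrector assay measuring rescue of mutant channel to the surface after 24 h compound exposure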
* hit, by the source's call; · = no result given; & = joins results of further samples. Rows are unselected. Share with any hit: about 3.3%.

SMILES	RAD54 inh	ARNT-TACC3 inh	ERAP1 HTS inh	RAD52 anneal inh	GSIS activator	esBAF inh	XiGFP reactiv	F508del corr
CCNC[C@@H]1[C@H](c2ccc(C3=CCCC3)cc2)[C@H](CO)N1c1nc(C)c(C)s1	-5	13	·	47	-20	-7	1.9	1.5
CCc1ccc2nc(NC(=O)C3CCN(c4ncnc5sc(C)c(C)c45)CC3)sc2c1	5	-7	2	-19	-2	60*	0.0	5.5
C=C(C)c1cccc(C(C)(C)NC(=O)Nc2cc(C)ccn2)c1	3	3	0	-2	2	·	1.5	1.5
Cc1ccc(C(=O)NC(=S)N2CCCC2)cc1	-18	-2	-2	-8	2	·	0.0	-0.4
CCOc1ccccc1-c1cc(NC)ncn1	1	·	-1	3	13	10	0.0	1.1
COc1cc(CCC(=O)N2CCN(c3cccc(C)c3C)CC2)cc(OC)c1OC	-7	-7	3	-9	19	11	0.2	0.5
O=C1CCc2ccccc2N1Cc1ccccc1	2	-12	1	-2	-5	-5	0.0	1.5
O=C(COC(=O)CSc1ccccc1)Nc1ccc(F)cc1F	-3	-10	-3	-8	·	-1	0.1	-2.2
CC1CCN(C(=O)c2ncn3c2c(=O)[nH]c2ccc(Br)cc23)CC1	-9	·	3	-6	-5	2	0.0	-3.5
Cc1ccc(C)c(S(=O)(=O)c2c(C)cc(C)[nH]c2=O)c1	-13	-6	0	-8	8	0	0.1	-2.4
Cc1ccc(S(=O)(=O)Nc2ccc3c(c2)C(=O)N([C@@H](C)CO)C[C@@H](C)[C@@H](CN(C)C(=O)Nc2ccc4c(c2)OCO4)OCCCC[C@H](C)O3)cc1	7	-12	8	-6	-37	7	0.5	-2.4
CC1(C)CC(=O)C=C(Nc2ccc(Cl)c(Br)c2)C1	0	2	-9	-9	7	-12	-0.1	-2.2
Oc1ccc(Cl)cc1CNCc1ccc(F)c(F)c1	3	-6	·	15	9	5	0.0	2.7
COc1ccccc1-c1ccc2n(c1=O)C[C@@H]1[C@@H](CO)[C@H](C(=O)N(C)C)N[C@H]21	9	5	1	9	11	-2	0.2	·
C[C@H]1CN([C@@H](C)CO)C(=O)c2cc(C3=CCCC3)cnc2O[C@H]1CN(C)C(=O)Nc1ccc(C(F)(F)F)cc1	7	3	-1	-7	-24	0	0.1	-3.0
NC1=NC(=O)/C(=C/c2ccsc2)S1	6	5	-2	-92	5	-5	0.1	1.6
CC(CC(=O)NC1CCCCC1)S(=O)(=O)c1ccc2c(c1)NC(=O)CO2 (configuration not stated)	5	-10	2	-6	·	-9	0.2	-1.1
COc1ccccc1-c1cn(CC[C@@H]2CC[C@@H](NC(=O)C3CCCCC3)[C@H](CO)O2)nn1	4	0	-1	-5	-8	9	0.1	-1.6
Cc1cc(N2CCCc3ccccc32)n2ncnc2n1	-6	-4	2	-4	4	6	0.2	0.5
O=C(NCc1ccc(F)cc1)[C@H]1C[C@H]2C(=O)NCC(=O)N2[C@H]1c1cccc(OCCO)c1	1	-12	1	-11	·	·	·	0.1
CN(Cc1ccccc1)C(=O)CCC1CCN(S(C)(=O)=O)CC1	-3	-3	-3	-10	-1	0	0.0	-1.5
Cc1sc2nc(CN3CCCCC3)nc(Cl)c2c1C	·	0	-4	-15	10	·	0.0	·
CO[C@H]1CC[C@H]2CCOc3ccc(C#N)cc3C(=O)N(C)C[C@H](C)C(=O)N(C)C[C@@H]1O2	3	-2	-1	-4	3	4	0.0	·
COc1cc(C(=O)NNC(=O)NC2CCCCC2)cc(OC)c1OC	2	6	0	-7	-3	1	·	·
C[C@@H]1CCCCO[C@@H](CN(C)C)[C@@H](C)CN([C@H](C)CO)C(=O)c2cc(N(C)C)ccc2O1	·	·	·	·	12	-1	-0.1	-0.3
Cn1cnnc1Sc1ccc(S(C)(=O)=O)cc1[N+](=O)[O-]	·	-6	-1	-6	2	·	0.1	0.2
Cc1ccc(CCNC(=O)CCn2ccc3cc(S(=O)(=O)N4CCCC4)ccc32)cc1	5	11	-1	-5	-36	-1	-0.1	-2.1
Cc1cccc(C(=O)OCC(=O)N2CC(C)OC(C)C2)c1C (configuration not stated)	0	-4	2	-2	-10	1	0.3	-1.2
O=C(NCc1ccco1)c1ccc2nccnc2c1	4	·	4	-11	-8	-3	0.2	1.9
Cc1cc(C(=O)Nc2ccc3ccccc3c2)oc1C	-7	-28	1	-10	-5	33	0.2	-0.6
COc1ccc2c(c1OC)C(CC(C)=O)N1CCc3cc4c(cc3C1C2=O)OCO4 (configuration not stated)	-4	·	0	-4	·	6	0.1	0.9
COc1ccccc1C(=O)NC(CCSC)C(=O)N1CCN(C/C=C/c2ccccc2)CC1 (configuration not stated)	-7	7	2	-31	-56	6	0.1	2.9
CCCCCCCCCCCCCCCC[n+]1ccccc1	55*	1&-9	75*	93*	497*	-39&-45&-40	0.1&0.6&3.0	2.2&-1.8&2.6
CCCC#Cc1ccc([C@H]2[C@@H](CO)N(C(C)=O)[C@H]2CNC(=O)C2CCCC2)cc1	·	·	-4	-71	-16	·	0.1	-0.9
O=C(/C=C/c1ccc(Br)cc1)Nc1ccc(S(=O)(=O)Nc2ncccn2)cc1	·	21	·	-16	4	·	0.2	1.3
COc1ccc(N2CCN(C(=O)c3sc4nc(-c5ccc(F)cc5)cn4c3C)CC2)cc1	11	-5	-1	-7	·	-6	0.2	5.1
O=C(C[C@@H]1CC[C@@H](NC(=O)CN2CCOCC2)[C@H](CO)O1)NC1CCC1	-2	-10	2	-10	2	-2	0.0	1.6
Cc1cc(C(=O)NC(=S)Nc2cccc(C(=O)O)c2C)ccc1[N+](=O)[O-]	·	2	-10	-5	·	·	0.0	-1.5
Cc1cc(C)c(NC(=O)CO/N=C2\CCCc3nonc32)c(C)c1	-8	2	·	·	15	·	0.3	·
Cc1ccc(NC(=O)CN2C(=O)N/C(=C/c3ccco3)C2=O)cc1	-8	2	·	·	5	-9	·	·
CCOC(=O)C(O)(CC(=O)c1ccc(Cl)cc1)C(=O)OCC	·	-9	4	-1	16	·	-0.2	2.2
O=[N+]([O-])c1ccc(C(O)C(CO)NC(=S)Nc2ccccc2)cc1 (configuration not stated)	·	-3	1	-7	-4	·	0.2	0.6
COc1ccccc1OCC(=O)NCCS(=O)(=O)N1CCN(c2ccc(F)cc2)CC1	-1	1	-1	3	-8	-1	-0.1	-0.3
CCNC(=O)[C@@H]1[C@@H](CO)[C@@H]2Cn3c(ccc(-c4ccccc4)c3=O)[C@@H]2N1Cc1cccnc1	-6	11	0	-8	8	-7	0.2	-0.4
Cc1ccc(-c2cc(C(=O)N3CCc4ccccc4C3)[nH]n2)cc1C	10	-2	-1	-27	-7	0	0.3	0.9
C=C1C(=O)C23CCC4C(C)(C(=O)OC)CCCC4(C)C2CCC1(O)C3 (configuration not stated)	·	7	-2	-1	·	·	4.1	-4.3
O=C(Nc1ccc(Br)cn1)c1ccc(COc2c(F)c(F)cc(F)c2F)o1	4	-13	-3	0	-8	-3	0.0	-0.1
COc1ccccc1C(=O)Nc1ccc(C(=O)Nc2ccccc2C(=O)O)cc1	-5	·	-1	-11	-19	·	0.1	2.0
O=S(=O)(Nc1ccc2c(c1)OCCO2)c1cccc2cccnc12	-10	6	·	·	17	-4	·	·
COC(=O)[C@@H]1[C@@H](CO)[C@@H]2Cn3c(ccc(-c4cccc(OC)c4)c3=O)[C@@H]2N1Cc1nccs1	1	6	0	-12	-8	1	-0.1	·
CCC(NC(=O)CC[C@H]1O[C@@H](n2cc(C)c(=O)[nH]c2=O)C[C@@H]1O)c1ccccc1 (some centres not stated)	-1	-1	0	-9	16	2	0.1	-5.6
Cc1nc2c(C(=O)O)cnn2c(C)c1Cc1ccccc1F	-1	0	-8	-9	-6	-8	·	·
COc1cccc(Nc2nc(C(N)CC(C)C)cs2)n1 (configuration not stated)	22	·	5	-10	-17	-1	0.0	0.0
CCN(C[C@H]1N[C@@](Cc2ccccc2)(C(=O)OC)[C@H]2C(=O)N(C)C(=O)[C@@H]12)C(C)=O	-14	13	·	-17	22	-3	0.0	-0.1
COc1ccc(Nc2nc(N)c([N+](=O)[O-])c(NCCO)n2)cc1	7	·	4	-13	3	·	0.3	-6.2
Cc1ccc(S(=O)(=O)Nc2ccccc2F)cc1C(=O)NNC(=O)c1csc(N2CCOCC2)n1	4	-4	0	-7	25	-5	0.3	1.1
C[C@H](CO)N1C[C@H](C)[C@@H](CN(C)C(=O)CN(C)C)Oc2ncc(C#Cc3ccccc3)cc2C1=O	14	8	-1	39	13	1	-1.3	1.0
Brc1ccc(/C=N/Nc2ccccc2)cc1	·	-1	0	-2	·	·	0.0	3.6
COc1ccc(NC(=O)CSCc2cc(=O)n3cc(C)sc3n2)cc1	-4	-9	-3	-10	15	-4	0.0	2.4
Cc1nnc(SCC(=O)N2c3ccccc3C(C)(c3ccc(Cl)cc3)CC2(C)C)s1 (configuration not stated)	-5	1	·	·	-39	·	-0.1	·

(continued)
SMILES	RAD54 inh	ARNT-TACC3 inh	ERAP1 HTS inh	RAD52 anneal inh	GSIS activator	esBAF inh	XiGFP reactiv	F508del corr
O=C(N[C@H]1CC[C@@H](CC(=O)N2CCc3ccccc3C2)O[C@@H]1CO)C1CCC1	4	-32	0	4	-5	0	-0.3	1.8
Cc1nc2ccccc2c2oc(C(=O)N3CCCC(C)C3)cc12 (configuration not stated)	-2	11	1	-10	46*	4	0.2	-2.4
O=C(c1cc(S(=O)(=O)N2CCCCC2)ccc1Cl)N1CCOCC1	-6	6	1	2	-4	8	0.1	3.1
O=S(=O)(N[C@H]1CC[C@@H](CCn2cc(-c3ccc(F)cc3)nn2)O[C@H]1CO)c1ccccc1F	7	-1	0	1	-15	2	-0.7	-0.6
COc1ccc(NC(=O)N(C)C[C@@H]2Oc3ccc(NC(=O)Cc4cn(C)c5ccccc45)cc3CC(=O)N([C@H](C)CO)C[C@@H]2C)cc1	0	21	0	0	13	-1	0.1	0.8
O=C(CCCOc1ccc(Cl)cc1)NCCc1ccccc1	-3	10	-2	-11	-25	-1	0.3	2.0
Cc1nnc(NC(=O)CSc2nccn2-c2ccc(F)cc2)s1	·	-11	-3	-1	-17	·	-0.1	6.0
O=C(Cc1ccccc1)Nc1ccc(NC(=O)c2cccs2)c(Cl)c1	-3	-5	10	1	15	15	0.0	·
N#Cc1ccc(-c2ccc(OCC(=O)NN=Cc3ccncc3)cc2)cc1	·	1	-11	-5	·	·	0.8	·
COc1ccc(NC(=O)Oc2ccccc2)cc1Cl	-2	-2	1	-9	-2	4	-0.1	2.4

Only RAD54 inh, ERAP1 HTS inh and RAD52 anneal inh, for 4 of the compounds above:
Structure	RAD54 inh	ERAP1 HTS inh	RAD52 anneal inh
O=C(Cc1ccccc1)Nc1ccc(NC(=O)c2cccs2)c(Cl)c1	-3	10	1
COc1ccc(NC(=O)Oc2ccccc2)cc1Cl	-2	1	-9
COc1ccc(NC(=O)N(C)C[C@@H]2Oc3ccc(NC(=O)Cc4cn(C)c5ccccc45)cc3CC(=O)N([C@H](C)CO)C[C@@H]2C)cc1	0	0	0
Cc1nnc(NC(=O)CSc2nccn2-c2ccc(F)cc2)s1	·	-3	-1

Screening data: PubChem, Broad Institute
